Screening results deposited in PubChem by several laboratories.
K1F lysis inhibition = inhibition of K1F phage lysis, E. coli UTI89, bacterial capsule biogenesis inhibitors, alamar blue (AID 488966) | 340,000 compounds, 0.02% hits | inhibition, % at 100 µM, or IC50 in µM where a hit was titrated | E. coli UTI89 K1F phage lysis, alamar blue, 2 h; higher % means a stronger effect;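 active = phage lysis inhibition, versus mean bacterial control, above a set limit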;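 note: capsule biogenesis inhibitors block K1F phage lysis so surviving cells raise fluorescence; higher fluorescence means more inhibition of phage lysis; actives were called in the ten point dose series up to 300 µM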
Rac1 GTP hydrolysis = MgcRacGAP GTPase-activating activity inhibitors, confirmation, biochemical, ADP Hunter fluorescence | MgcRacGAP-stimulated Rac1 GTP hydrolysis, ADP Hunter fluorescence; higher % means a stronger effect; GST-tagged Rac1 F28L mutant substrate | one-dose inhibition, % at 30 µM; IC50 in µM for titrated hits | 340,000 compounds, 0.6% hits | AID 624330;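 active = first-screen hits whose inhibition reached a set limit at any dose in the follow-up dose series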;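 note: fluorescence reports GDP produced by GAP-driven GTP hydrolysis; strong numbers were not always called active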
NTR1 ag = NTR1-driven beta-arrestin-GFP spot formation – imaging, U2OS cells, high content, primary screen (AID 493036); agonist mode; activation, % at 20 µM; 330,000 compounds, 0.17% hits;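 active = activation at or above 40% of the spot to cytoplasm intensity ratio, with at least 20 cells analyzed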;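 note: 0% = DMSO without peptide and 100% = 100 nM NTR1 peptide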
Target sequence (P30989 whole entry, looked up): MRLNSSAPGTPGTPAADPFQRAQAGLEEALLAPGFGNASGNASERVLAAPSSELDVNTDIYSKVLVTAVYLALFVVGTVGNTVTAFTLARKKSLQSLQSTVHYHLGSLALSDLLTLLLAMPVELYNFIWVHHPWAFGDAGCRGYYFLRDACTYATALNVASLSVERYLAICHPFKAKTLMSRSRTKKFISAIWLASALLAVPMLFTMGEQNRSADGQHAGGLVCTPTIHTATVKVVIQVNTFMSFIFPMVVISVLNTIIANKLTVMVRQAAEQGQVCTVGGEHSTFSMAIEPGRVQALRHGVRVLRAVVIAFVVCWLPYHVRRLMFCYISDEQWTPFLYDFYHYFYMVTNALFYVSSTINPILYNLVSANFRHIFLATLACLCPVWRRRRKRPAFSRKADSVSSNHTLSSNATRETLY
RSV CPE inhibition = RSV antiviral activity via CPE protection, HEp-2 cells, primary 10 µM value included (AID 2391). 310,000 compounds, 0.13% hits. CPE inhibition, % at 10 µM; hits with a dose series show IC50 in µM. HEp-2 cells, RSV-induced CPE inhibition; higher % means a stronger effect; in the data active = a potency from the dose series; note: strong numbers were not always called active
Myeloid diff MLP = promotes myeloid progenitor differentiation; AID 624256; ER-HoxA9 myeloid progenitors, lysozyme-GFP differentiation, flow cytometry; calls only at 10 µM; 360,000 compounds, 1% hits;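 active = normalized GFP-positive differentiation at or above the plate's own cutoff, the solvent-only control mean plus 3 SD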;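 note: cells exposed to compound for four days before flow analysis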
T cell modulator = modulates CD8 T cell binding to vesicles | 2C CD8+ T cell-vesicle binding, flow cytometry; active compounds read low | calls only at 7 µM | 330,000 compounds, 0.068% hits;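 active = response, share of CD8 T cells binding vesicles, and their 90th percentile fluorescence all below set limits, cut at about 80% in these data, passing the limit was not always enough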
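Assay system: 2C TCR transgenic mouse naive CD8+ T cells, MACS-purified | Read-out: CD8+ gate FL2 mean fluorescence as % of same-row positive control | Signal: High-throughput flow cytometry with anti-B7-1 and anti-CD8 staining | Timing: Binding step 1.5 h, 37 °C, antibody labelling 20 min, ice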
Salmonella PhoP GFP = PhoP-dependent GFP reporter repression – Salmonella Typhimurium, primary screen (AID 1863); one-dose inhibition, % at 50 µM; IC50 in µM for titrated hits; S. Typhimurium PhoP-regulated promoter GFP reporter, 4 h; higher % means a stronger effect; 300,000 compounds, 0.16% hits;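 active = inhibition over 29.93%, a cutoff 3 SD above the screen mean, later confirmed by dose response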;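 note: 0% = low Mg2+ inducing control and 100% = high Mg2+ repressing control; strong numbers were not always called active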
SV40 large T antigen = SV40 large T antigen inhibitors, biochemical (AID 1903); SV40 large T antigen ATPase/helicase inhibition assay; higher % means a stronger effect; inhibition, % at 20 µM; hits with a dose series show IC50 in µM; 310,000 compounds, 0.39% hits; in the data active = a potency from the dose series; note: strong numbers were not always called active
TNAP activators = stimulation of alkaline phosphatase TNAP activity – biochemical, luminescent, no phosphate acceptor, uHTS, primary screen (AID 1001); purified TNAP, luminescent activation assay, no phosphate acceptor; higher activation fold means a stronger effect; activation fold at 20 µM; hits with a dose series show EC50 in µM; 200,000 compounds, 0.03% hits; in the data active = activation fold from about 3, or a potency from the dose series; inactive = the rest, 99 in 100 with activation fold below about 1.6; note: many of its hits are not listed in these tables
T cell modulator vesicle-bound % = second read-out of T cell modulator, no call of its own (marks repeat the call); double positive events, %; measured here: CD8+ vesicle-bound cell fraction;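 binding gate set so that unloaded-vesicle control wells show 10% double positive cells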
NTR1 ag cell count 20 µM = also measured in NTR1 ag; calls as there; cell count; measured here: cell count, cytotoxicity flag
Myeloid diff MLP GFP+ MAC1+ % = further read-out of Myeloid diff MLP, marked with its call; GFP+ MAC1+ double positive, %; measured here: differentiation confirmed by MAC1 staining
* marks the source's active call; other numbers are inactive results; i = inactive; / = no result given; [ ] = another dose, or the depositor's remark.

SMILES	K1F lysis inhibition	Rac1 GTP hydrolysis	NTR1 ag	NTR1 ag cell count 20 µM	RSV CPE inhibition	Myeloid diff MLP	Myeloid diff MLP GFP+ MAC1+ %	T cell modulator	T cell modulator vesicle-bound %	Salmonella PhoP GFP	SV40 large T antigen	TNAP activators
C/C(=N\NC(=O)c1cccnc1)c1ccc(-c2ccccc2)cc1	/	/	-0.1	59	0.6%	i	0.2	i	22.7	-2.3%	9.9%	/
COc1ccccc1NS(=O)(=O)c1cccc(C(=O)N2CCN(Cc3ccc4c(c3)OCO4)CC2)c1	0.4%[50 µM]	2.7%	-0.9	57	2.9%	i	0.8	i	21.0	6.2%	6.0%	/
COc1ccc(CNC(=O)C(=O)c2cn(CC(=O)N3CCOCC3)c3ccccc23)cc1	-7.5%	7.2%	2.5	69	0.7%	i	1.6	i	13.4	-3.9%	2.9%	/
Nc1nc(NC(=O)c2cccc(S(=O)(=O)N3CCCCCC3)c2)nc(-c2ccccc2)n1	1.3%	8.7%	7.9	36	4.0%	i	0.6	i	60.6	2.4%	-7.2%	0.9
C/C(=N/NC(N)=S)c1ccc(Br)s1	-0.2%	8.1%	0.6	44	-0.6%	i	0.0	i	39.4	8.8%	4.2%	1.1
Cc1csc2ncnc(NNC(=O)c3ccc(Cl)cc3)c12	-0.5%	-1.2%	0.9	54	-1.6%	i	1.0	i	13.1	-1.5%	12.5%	/
COc1ccccc1OCCC(=O)N1CCN(c2ccccc2OC)CC1	-0.2%	-4.1%	2.5	77	1.3%	i	0.1	i	12.9	-3.6%	4.2%	/
CC(=O)Nc1ccc(NC(=O)C(C)Sc2n[nH]c(=O)n2Cc2ccccc2)cc1 (stereo not given)	0.2%	-5.9%	1.0	47	2.9%	i	3.7	i	21.1	1.6%	9.2%	/
N#CC1(NC(=O)CSc2nnc(Cc3ccccc3)o2)CCCCC1	0.0%[50 µM]	-4.9%	-0.5	65	0.9%	i	0.5	i	26.6	/	/	/
Cc1cccc(N2CC(C(=O)Nc3nnc(SCCN4CCOCC4)s3)CC2=O)c1 (stereo not given)	0.2%	11.0%	1.5	69	0.3%	i	0.7	i	67.8	-4.9%	11.9%	/
CCOC(=O)c1csc(N)n1	0.2%	6.6%	2.8	37	0.6%	i	0.4	i	53.9	-3.4%	8.8%	1.1
O=C1C2=C(SCCS2)C(=O)N1CCCO	5.4%	1.1%	-0.4	61	0.8%	i	4.0	i	47.5	6.0%	2.5%	1.1
COc1ccc(-c2nc3c(c4nnc(SC(C)C(=O)Nc5ccc(C)cc5)n24)COC(C)(C)C3)cc1 (stereo not given)	1.2%[50 µM]	7.5%	3.0	72	3.9%	i	0.3	i	6.2	-15.6%	16.6%	1.1
O=C(Cn1c(CO)nc2ccccc21)NCCc1ccccc1	0.2%	3.1%	2.9	63	2.4%	i	0.8	i	51.5	-1.8%	5.5%	1.1
CCN1CNC(=S)N(C(C)c2ccccc2)C1 (stereo not given)	0.4%	0.5%	2.7	48	1.8%	i	0.6	i	7.9	-2.0%	15.1%	1.1
Cc1ccc(C(=O)N2CCN(c3cccc(Cl)c3)CC2)cc1C	0.3%	-2.2%	4.7	50	-1.4%	i	6.7	i	39.3	-10.8%	0.8%	1.1
COc1ccc(NC(=O)CNS(=O)(=O)c2cccs2)cc1	0.6%	8.0%	1.6	74	0.7%	i	0.8	i	7.6	-3.8%	-3.7%	1.1
CC1CCN(CCCNC(=O)c2cc3c(Cl)nc4ccccc4c3s2)CC1	-0.2%	20.5%	-0.9	83	-0.1%	i	0.1	i	45.1	-8.2%	4.9%	1.1
Cc1cc(OCC(=O)N2CCC(C(=O)O)CC2)c2c(C)c(C)c(=O)oc2c1	-1.7%	-1.8%	2.6	87	1.3%	i	3.0	i	3.4	/	/	/
O=c1c(O[C@@H]2O[C@H](CO)[C@@H](O)[C@H](O)[C@H]2O)c(-c2ccc(O)c(O)c2)oc2cc(O)cc(O)c12	/	/	-1.2	57	/	/	/	/	/	-5.5%	2.9%	0.7

Just Rac1 GTP hydrolysis and RSV CPE inhibition (two entries from above):
SMILES	Rac1 GTP hydrolysis	RSV CPE inhibition
N#CC1(NC(=O)CSc2nnc(Cc3ccccc3)o2)CCCCC1	-4.9%	0.9%
O=C(Cn1c(CO)nc2ccccc21)NCCc1ccccc1	3.1%	2.4%

Following part:
SMILES	K1F lysis inhibition	Rac1 GTP hydrolysis	NTR1 ag	NTR1 ag cell count 20 µM	RSV CPE inhibition	Myeloid diff MLP	Myeloid diff MLP GFP+ MAC1+ %	T cell modulator	T cell modulator vesicle-bound %	Salmonella PhoP GFP	SV40 large T antigen	TNAP activators
Cc1cccc(-n2ccnc2SCC(=O)Nc2cc(C)on2)c1	0.9%	5.2%	0.1	49	2.5%	i	0.6	i	54.7	4.3%	23.8%	1.1
Cc1ccc(C(=O)COC(=O)c2cccc(NC(=O)c3ccc([N+](=O)[O-])cc3[N+](=O)[O-])c2)cc1	0.1%	4.5%	-0.4	107	13.2%	i	1.2	i	50.1	2.1%	-2.6%	0.9
N#CC1=C(N)NC(SCC(=O)Nc2ccccc2)=C(C#N)C12CCCCC2	3.6%	5.2%	3.4	69	1.0%	i	0.9	i	57.3	-2.5%	0.9%	1.1
COc1ccc(NC(=O)COC(=O)CC23CC4CC(CC(C4)C2)C3)c([N+](=O)[O-])c1	-0.1%	2.6%	5.5	55	4.8%	i	0.2	i	42.3	-0.1%	23.2%	1.1
COc1ccc(NC(=O)/C(C#N)=C\c2ccc(-c3cccc(C(=O)O)c3C)o2)cc1	-0.9%	19.7%	-1.1	71	3.1%	i	0.6	i	55.3	5.5%	15.1%	/
CC(NC(=O)c1ccc2c(c1)OCO2)C1CCCO1 (stereo not given)	0.0%	6.7%	-0.1	60	1.1%	i	0.6	i	35.2	-4.8%	10.8%	1.1
O=C(CSc1nnc(NC(=O)Cc2ccc(F)cc2)s1)NCc1ccco1	0.5%	0.2%	-0.4	72	0.6%	i	0.5	i	42.9	3.0%	4.8%	1.1
O=c1cc(O)c2ccccc2n1Cc1ccccc1	0.4%	-2.6%	0.7	52	2.1%	i	0.7	i	63.7	-8.5%	24.1%	1.1
O=C(O)c1cncc(SCc2ccccc2)n1	-0.2%	9.3%	0.1	48	0.8%	i	0.5	i	20.2	/	16.9%	/
COc1cc(OC)cc(C(=O)NNC(=O)CCC2CCCC2)c1	0.5%[50 µM]	3.3%	-1.2	52	/	i	0.5	i	40.3	/	/	/
O=C(CC(c1ccccc1)c1ccco1)N1CCOCC1 (stereo not given)	0.1%	12.6%	2.1	46	1.2%	i	1.1	i	47.2	-2.1%	3.3%	1.1
COc1ccccc1OCc1nc2ccccc2n1C	0.0%	7.5%	-0.8	96	4.4%	i	0.3	i	32.5	7.6%	3.4%	/
CCOC(=O)c1[nH]c2ccccc2c1NC(=O)c1ccco1	0.0%	6.9%	-1.7	84	-0.3%	i	1.0	i	62.0	-3.0%	12.9%	1.1
C/C=C/c1ccc(OCC(=O)Nc2ccc(C(N)=O)cc2)c(OC)c1	1.1%	1.4%	0.9	43	11.5%	i	0.3	i	39.0	-3.2%	-9.7%	1
CC(C(=O)Nc1ccccc1C#N)N1C(=O)NC2(CCCCCC2)C1=O (stereo not given)	0.8%[50 µM]	10.3%	-1.5	66	/	i	0.7	/	/	/	/	/
CC(C)CC(C(=O)NC(=O)NCc1ccccc1)N1C(=O)c2ccccc2C1=O (stereo not given)	0.4%	9.4%	0.8	63	1.1%	i	0.7	i	35.9	-2.9%	7.0%	1
C[C@@H]1C(=O)O[C@H]2[C@H](O)[C@@]34[C@H]5C[C@@H](C(C)(C)C)[C@]36[C@@H](OC(=O)[C@@H]6O)O[C@@]4(C(=O)O5)[C@@]12O	0.1%	11.3%	0.0	80	0.7%	i	0.8	i	47.1	-5.8%	10.6%	/
Cc1ccccc1CNC(=O)c1cc(COc2ccc(F)cc2F)on1	-0.5%	1.3%	-1.0	31	0.0%	i	1.1	i	23.7	4.3%	12.6%	1.1
COc1cc(C(=O)Nc2ccc3c(c2)CCCN3C(=O)c2ccco2)c([N+](=O)[O-])cc1OC	1.4%[50 µM]	6.8%	1.2	68	5.1%	i	1.1	i	57.5	-2.7%	12.1%	/
O=C(CNS(=O)(=O)c1ccccc1)N1CCN(Cc2ccccc2)CC1	-0.3%	7.4%	1.3	69	0.8%	i	1.1	i	67.2	-0.3%	8.7%	/
CCCCC(=O)Nc1c(O)c2ccccc2[nH]c1=O	8.0%	5.3%	1.6	63	1.3%	i	1.3	i	61.0	13.8%	-0.6%	1.1
CCOc1ccc(NC(=O)CSc2nnc(-c3ccco3)n2C)cc1	1.2%	13.6%	3.2	31	0.7%	i	0.1	i	19.1	9.8%	-1.4%	1.1
COc1ccc(N2CCN(c3ncnc4nc[nH]c34)CC2)cc1	-0.4%	11.9%	1.4	69	0.1%	i	2.9	i	25.8	4.5%	16.0%	1.4
Cc1cccc(C)c1OCc1cc(C(=O)NC2CCC(O)CC2)no1 (stereo not given)	0.3%	9.0%	1.7	54	1.5%	i	0.9	i	39.1	-5.2%	25.7%	/
COc1cc(Cl)c(NS(=O)(=O)c2cc3[nH]c(=O)c(=O)[nH]c3cc2C)c(OC)c1	-0.4%	5.3%	-0.8	62	0.2%	i	1.9	i	13.4	/	/	/
O=C(Nc1cc2c(cc1Cl)OCCCO2)c1ccccc1	-0.1%	11.8%	-1.0	41	-0.6%	i	0.3	i	13.3	4.0%	13.5%	1.1
COC(=O)CCN(C(=O)c1cccc([N+](=O)[O-])c1)c1ccccn1	0.0%	7.9%	0.0	29	-0.4%	i	1.0	i	17.9	7.8%	8.8%	1.1
Cc1ccc(S(=O)(=O)n2ccc(=O)[nH]2)cc1	0.7%	10.3%	1.2	90	0.3%	i	1.9	i	57.2	1.3%	5.8%	1
CC(C)Cc1cc(C(=O)N2CCN(C(c3ccccc3)c3ccccc3)CC2)no1	7.1%	6.0%	-1.5	58	2.8%	i	1.7	i	62.9	-6.7%	9.2%	1.1
CCOCCCNCc1c(Cl)cccc1Cl	2.4%	15.8%	1.1	57	0.6%	i	0.6	i	32.9	8.7%	21.0%	1.1
COc1ccc(-n2c(C)nc3cc(C(=O)NCc4ccco4)ccc32)cc1	-0.2%	9.8%	0.9	40	1.6%	i	0.8	i	44.0	-6.1%	15.6%	1.1
